Screening data deposited in PubChem by Sanford-Burnham Center for Chemical Genomics.
697 NFkB inh: lowers PMA/ionomycin-induced NF-kB signal in 697 B cells | 697 B-cell NF-kB luciferase reporter, 16 h | 330,000 compounds, 0.33% hits | inhibition, % at 4 µM; in the data active = inhibition above about 35%
UPR XBP1 act: adaptive UPR (XBP1) activation | AID 463104 | CHO-XBP1 luciferase reporter, IRE1-XBP1 UPR activation, luminescence; percent of tunicamycin response, DMSO as zero | activation, % at 20 µM | 330,000 compounds, 0.33% hits;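 active = versus positive control, 20 µM dose yields 30% or more activation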;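 also: 100% = tunicamycin at 10 µg/mL and 0% = DMSO only wells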
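Material: CHO-XBP1 cells stably carrying IRE1-XBP1-driven luciferase reporter / Amount: 1000 cells per well / Compound: 20 µM, 1% DMSO / Times: 6 h treatment, 37 °C / Detection: luciferase luminescence / Measure: % activation of reporter signal versus tunicamycin and DMSO controls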
CHOP UPR activ: apoptotic UPR (CHOP) activation. activation, % at 10 µM. 330,000 compounds, 0.34% hits. CHO-CHOP luciferase reporter, luminescence; percent of tunicamycin response over DMSO baseline;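 active = at 10 µM dose, activation of 40% or more, normalized to positive control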;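 also: 100% = tunicamycin at 10 µg/mL and 0% = DMSO alone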
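Dosing – one dose, 10 µM in 0.5% DMSO · System – CHO-CHOP cells, stable luciferase reporter of PERK-eIF2a-CHOP signalling · Input – 500 cells/well · Control set – tunicamycin 10 µg/mL final as positive, DMSO-only wells as negative · Timing – 6 h compound treatment, 37 °C · Measure – % activation vs tunicamycin · Technique – luminescence read with Steady-Glo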
CCR6 antagonist: CCR6 (human) receptor antagonism; CHO-K1 CCR6 PathHunter beta-arrestin, luminescence, CCL20-stimulated; AID 493098; inhibition, % at 20 µM; P51684; 340,000 compounds, 0.49% hits;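 active = compounds whose inhibition of the agonist-driven luminescence signal at 20 µM reaches about 50%, limit read from the data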;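 also: cells stimulated with CCL20 at 14 nM final; plate controls were DMSO with CCL20 for no effect and DMSO without agonist for full effect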
Jurkat NFkB inh: inhibitors of the PMA/ionomycin-induced NF-kB reporter in Jurkat cells. 330,000 compounds, 0.53% hits. inhibition, % at 4 µM. AID 435003. PMA/ionomycin-induced NF-kB luciferase reporter, luminescence; in the data active = inhibition above about 50%
CXCR6 block: inhibitors of human CXCR6 receptor; inhibition, % at 20 µM; CHO-K1 PathHunter CXCR6 beta-arrestin, luminescence; 360,000 compounds, 0.36% hits; O00574; in the data active = inhibition above about 34%, passing the limit was not always enough;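 also: antagonist mode with CXCL16 agonist at 10 nM final; 0% = 10 nM CXCL16 with DMSO and 100% = unstimulated wells without agonist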
Target sequence (O00574 whole entry, looked up): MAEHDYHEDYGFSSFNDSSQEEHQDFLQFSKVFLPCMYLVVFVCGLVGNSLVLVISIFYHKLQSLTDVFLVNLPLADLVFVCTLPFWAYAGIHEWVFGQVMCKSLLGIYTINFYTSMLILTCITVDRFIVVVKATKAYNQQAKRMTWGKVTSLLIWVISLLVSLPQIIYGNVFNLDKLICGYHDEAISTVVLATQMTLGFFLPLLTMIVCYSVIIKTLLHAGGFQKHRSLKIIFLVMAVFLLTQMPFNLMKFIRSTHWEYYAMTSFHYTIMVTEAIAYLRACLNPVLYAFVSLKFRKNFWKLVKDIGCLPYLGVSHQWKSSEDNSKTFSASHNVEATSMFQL
Mdm2-MdmX inh: disrupts the human Mdm2-MdmX interaction. O15151+Q00987. SaOS-2 split-luciferase Mdm2/MdmX complementation, luminescence. inhibition, % at 8 µM. 330,000 compounds, 3% hits. AID 485346;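 active = inhibition of at least 50% at 8 µM in the primary screen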
EBI2 antag: EBI2 (human) antagonism; 360,000 compounds, 0.81% hits; P32249; EBI2 beta-arrestin recruitment, luminescence, 7a,25-OHC stimulated; inhibition, % at 5 µM; in the data active = inhibition above about 38%;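 also: enzyme fragment complementation signal reports receptor beta-arrestin coupling in cells; 0% = agonist plus DMSO wells and 100% = wells without agonist; some results beyond the cut were filed as inactive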
Target sequence (P32249 whole entry, looked up, the tested form may be a part): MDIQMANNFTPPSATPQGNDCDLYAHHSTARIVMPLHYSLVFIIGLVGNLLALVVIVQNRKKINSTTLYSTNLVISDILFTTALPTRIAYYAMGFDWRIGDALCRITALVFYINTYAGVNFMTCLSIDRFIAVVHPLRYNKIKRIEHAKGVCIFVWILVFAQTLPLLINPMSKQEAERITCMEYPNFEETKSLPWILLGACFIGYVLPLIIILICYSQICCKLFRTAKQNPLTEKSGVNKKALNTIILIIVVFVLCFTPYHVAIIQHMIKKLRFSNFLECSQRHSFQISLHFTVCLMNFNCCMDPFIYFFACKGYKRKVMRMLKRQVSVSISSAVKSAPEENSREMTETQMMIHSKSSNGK
Gli-Sufu block: Gli-Sufu pathway antagonism; inhibition, % at 5 µM; 340,000 compounds, 0.74% hits; Sufu-KO-LIGHT fibroblasts, Gli luciferase reporter luminescence;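 active = inhibition above about 55%, limit read from the data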;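 also: 0% = DMSO-treated cells and 100% = wells with medium but no cells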
Numbers without * were called inactive; nt = no result given.

SMILES	697 NFkB inh	UPR XBP1 act	CHOP UPR activ	CCR6 antagonist	Jurkat NFkB inh	CXCR6 block	Mdm2-MdmX inh	EBI2 antag	Gli-Sufu block
O=S(=O)(c1ccc(F)cc1)N1CCN(c2ncnc3c2cnn3-c2ccccc2)CC1	-12	-6	-2.6	-10	26	10	9	8	-7
O=C1CN(C(=O)COC(=O)C2CC(=O)N(Cc3ccco3)C2)c2ccccc2N1 (configuration not stated)	20	-4	3.6	3	-2	5	12	-7	-9
Cc1c(Cl)cccc1NC(=O)CNC(=O)C1CC(=O)N(CCc2ccccc2)C1 (configuration not stated)	11	-2	-1.5	7	20	3	5	1	-4
CC(=O)c1ccc(NC(=O)CCc2nc3sc4c(c3c(=O)[nH]2)CCCC4)cc1	24	0	-1.3	13	2	8	14	3	9
NS(=O)(=O)c1ccc(NC(=O)COc2ncnc3c2cnn3-c2ccccc2)cc1	-3	0	1.8	16	12	-6	9	1	6
CCc1ccc(NC(=S)NCc2ccccc2)cc1	-12	1	4.4	1	-21	-1	-17	-3	-2
COc1cc2c(cc1OC)C(COc1ccccc1OC)N(C(=O)C(C)(C)C)CC2 (configuration not stated)	-9	0	1.0	16	-11	-1	26	1	16
Cc1ccc(-n2ncc3c2CC(C)(C)CC3NC(=O)C2CCOCC2)cc1 (configuration not stated)	21	3	0.6	13	17	-13	18	7	2
Cc1ccccc1-n1nc2c(c1NC(=O)CCCl)CSC2	-15	5	-1.1	-1	-4	-2	-7	-6	-2
O=C(NNC(=O)C1CCN(c2ncccn2)CC1)c1ccc(Cl)cc1	-10	-2	0.2	-6	8	-10	7	-1	-4
CCOC(=O)C1C(=O)C=C(c2ccc(NS(C)(=O)=O)cc2)CC1c1ccco1 (configuration not stated)	1	0	-2.2	-25	11	-7	2	-6	1
O=C(COc1ccccc1Cl)Nc1ccc2c(c1)OCCO2	8	0	7.4	-2	-97	-1	-106	-1	-41
CN1C(=O)[C@H]2[C@@H](/C=C/c3ccccc3)N3C(=O)CN(CCO)C(=O)[C@@]3(Cc3ccccc3)[C@H]2C1=O	5	-2	-0.4	8	6	-17	1	-10	-3
CCOc1ccccc1N(C(=O)Cn1nnnc1-c1ccc(C)o1)C(CC)C(=O)NC(C)(C)C (configuration not stated)	-15	1	0.2	16	14	12	5	16	2
COC(=O)c1cn(NC(=O)c2cccc(F)c2)c(=O)c2ccccc12	2	-1	0.0	-5	4	-10	29	8	9
CCN(CC)CCN1C(=O)C(O)=C(C(C)=O)C1c1ccccc1[N+](=O)[O-] (configuration not stated)	8	2	1.9	-4	-11	-6	5	-10	4
CC(C)c1ccc(S(=O)(=O)N2CCN(C(=O)C3=COCCO3)CC2)cc1	6	-3	1.4	2	8	-9	20	4	6
O=C(O)CNC(=O)c1ccc(NC(=O)/C(=C/c2ccccc2)NC(=O)c2ccccc2Br)cc1	6	-2	1.6	3	-8	0	0	-3	0
CCOC(=O)C(CC)/C(C)=N/NC(=O)c1ccc([N+](=O)[O-])cc1 (configuration not stated)	-14	2	-1.9	2	5	2	6	-8	8
CCC(C)c1ccc(OCc2ccc(C(=O)OC)o2)cc1 (configuration not stated)	-165	1	4.0	24	9	-1	-58	3	-106
O=C1CCC(C(=O)NCCN2C(=O)S/C(=C\c3cccnc3)C2=O)=NN1	10	-3	1.0	-14	-11	-3	4	-2	3
COc1ccc(OCC(=O)Nc2cc(NC(=O)c3ccco3)ccc2OC)cc1	-19	-6	3.2	-2	-13	2	13	4	-8
O=C(CSc1n[nH]c(-c2ccncc2)n1)Nc1ccccn1	-26	-1	0.2	-10	-15	-9	2	-5	3
C=CCn1c(C(C)NC(=O)CCC)nc2ccccc21 (configuration not stated)	13	-3	0.1	-1	8	5	3	0	3
CN(Cc1ccccc1)C(=O)COc1ccccc1	-9	-2	-1.1	-4	-29	-7	-18	18	0
Cc1ccccc1Cn1c(=O)c2c(nc3n2CCCN3Cc2ccccc2)n(C)c1=O	-17	-1	-1.2	23	-6	8	25	13	-1
O=C(COc1ccc(/C=N/NC(=O)c2ccc(O)cc2)cc1)Nc1cccc([N+](=O)[O-])c1	20	-1	-0.3	7	-4	-2	5	-17	0
CSc1ccccc1C(=O)NCc1ccccc1	9	1	-0.9	5	20	4	17	-8	3
COCCN1C(=O)C(CC(=O)Nc2ccc(C(=O)O)cc2)SC1=Nc1ccccc1 (configuration not stated)	4	3	3.4	2	8	6	4	-9	13
COc1ccc(C(=O)N2CC(=O)Nc3ccc(C)cc3C2c2ccccc2)cc1 (configuration not stated)	7	-4	-1.2	10	16	-1	7	4	9
O=[N+]([O-])c1ccc(/C=N\N2CCN(c3ccc(Cl)cc3)CC2)cc1	-2	-1	0.8	41	11	-2	-9	0	12
COc1ccc(CN2CCN(Cc3ccccc3C(F)(F)F)CC2)c(OC)c1	6	0	-2.6	11	5	3	25	9	18
COc1cccc(C=NNC(=O)c2ccncc2)c1O	nt	nt	nt	10	nt	-8	nt	1	24
CCCc1cc(-c2nc(-c3ccc(Br)cc3)cs2)ccn1	-26	-2	0.2	-4	-34	4	-9	18	-11
O=C(OCc1cccc(C(F)(F)F)c1)c1ccc[nH]c1=O	5	1	1.2	3	27	3	20	8	-7
CC(=O)Nc1ccc(NC(=O)C2C3C=CC(C3)C2C(=O)O)cc1 (configuration not stated)	5	-1	-1.8	5	-1	-3	-14	-4	13
CC(C)(Oc1ccc(Cl)cc1)C(=O)N1CCC(C(N)=O)CC1	12	0	-0.8	-6	-7	1	21	2	14
CC(C)(CSc1nncn1N)NS(=O)(=O)c1ccc(Cl)cc1	13	-3	0.0	-16	15	0	18	1	-3
CN(C)C(CNc1ccc(S(C)(=O)=O)cc1[N+](=O)[O-])Cc1ccccc1 (configuration not stated)	3	3	0.5	8	-12	-7	5	17	5
CC(=O)Nc1cccc2c1C(=O)N(c1ccc(OC(C)=O)cc1)C2=O	-12	-2	0.9	-22	-22	-8	-55	-3	-6
O=C(CC1NCCNC1=O)Nc1cccc([N+](=O)[O-])c1 (configuration not stated)	6	4	1.1	-11	-17	1	4	-9	0
COc1cccc(CSc2nc3ccccc3cc2C=O)c1	-8	19	0.5	-6	49	9	68*	-16	19
CC(=O)c1ccc(Nc2nc3ccc(C)cc3n3cnnc23)cc1	-34	-1	1.7	5	-2	-4	-4	-5	-2
CC(=O)Nc1ccc(NC(=O)C(C)OC(=O)c2ccc(-n3cnnn3)cc2)cc1 (configuration not stated)	17	-1	2.6	-4	21	-11	11	-12	-14
Clc1ccc(OCCN2CCN(c3ncnc4sccc34)CC2)cc1	100*	2	2.7	5	67*	-3	17	7	81*

A second format for 14 compounds above.
Values run as follows: 697 NFkB inh, UPR XBP1 act, CHOP UPR activ, CCR6 antagonist, Jurkat NFkB inh, CXCR6 block, Mdm2-MdmX inh, EBI2 antag, Gli-Sufu block
> O=S(=O)(c1ccc(F)cc1)N1CCN(c2ncnc3c2cnn3-c2ccccc2)CC1
  -12, -6, -2.6, -10, 26, 10, 9, 8, -7
> O=C1CN(C(=O)COC(=O)C2CC(=O)N(Cc3ccco3)C2)c2ccccc2N1 (configuration not stated)
  20, -4, 3.6, 3, -2, 5, 12, -7, -9
> Cc1c(Cl)cccc1NC(=O)CNC(=O)C1CC(=O)N(CCc2ccccc2)C1 (configuration not stated)
  11, -2, -1.5, 7, 20, 3, 5, 1, -4
> CC(=O)c1ccc(NC(=O)CCc2nc3sc4c(c3c(=O)[nH]2)CCCC4)cc1
  24, 0, -1.3, 13, 2, 8, 14, 3, 9
> NS(=O)(=O)c1ccc(NC(=O)COc2ncnc3c2cnn3-c2ccccc2)cc1
  -3, 0, 1.8, 16, 12, -6, 9, 1, 6
> CCc1ccc(NC(=S)NCc2ccccc2)cc1
  -12, 1, 4.4, 1, -21, -1, -17, -3, -2
> COc1cc2c(cc1OC)C(COc1ccccc1OC)N(C(=O)C(C)(C)C)CC2 (configuration not stated)
  -9, 0, 1.0, 16, -11, -1, 26, 1, 16
> Cc1ccc(-n2ncc3c2CC(C)(C)CC3NC(=O)C2CCOCC2)cc1 (configuration not stated)
  21, 3, 0.6, 13, 17, -13, 18, 7, 2
> Cc1ccccc1-n1nc2c(c1NC(=O)CCCl)CSC2
  -15, 5, -1.1, -1, -4, -2, -7, -6, -2
> O=C(NNC(=O)C1CCN(c2ncccn2)CC1)c1ccc(Cl)cc1
  -10, -2, 0.2, -6, 8, -10, 7, -1, -4
> CCOC(=O)C1C(=O)C=C(c2ccc(NS(C)(=O)=O)cc2)CC1c1ccco1 (configuration not stated)
  1, 0, -2.2, -25, 11, -7, 2, -6, 1
> O=C(COc1ccccc1Cl)Nc1ccc2c(c1)OCCO2
  8, 0, 7.4, -2, -97, -1, -106, -1, -41
> CN1C(=O)[C@H]2[C@@H](/C=C/c3ccccc3)N3C(=O)CN(CCO)C(=O)[C@@]3(Cc3ccccc3)[C@H]2C1=O
  5, -2, -0.4, 8, 6, -17, 1, -10, -3
> CCOc1ccccc1N(C(=O)Cn1nnnc1-c1ccc(C)o1)C(CC)C(=O)NC(C)(C)C (configuration not stated)
  -15, 1, 0.2, 16, 14, 12, 5, 16, 2

Other results.
SMILES	697 NFkB inh	UPR XBP1 act	CHOP UPR activ	CCR6 antagonist	Jurkat NFkB inh	CXCR6 block	Mdm2-MdmX inh	EBI2 antag	Gli-Sufu block
CC(NC(=O)c1ccc(F)cc1)C(=O)NC1=NCCS1 (configuration not stated)	12	2	2.4	6	8	-5	17	-3	8
Cc1ccccc1N1CCN(C2CCCN(C(=O)c3cnsn3)C2)CC1 (configuration not stated)	4	-2	-1.0	18	-7	4	19	0	13
Cc1cc(C)c(C)c(S(=O)(=O)N2CCC(C(=O)Nc3ccccc3N3CCOCC3)CC2)c1C	-8	-6	-2.7	19	11	11	23	19	3
Cc1cc2c(cc(C(=O)NCCCN3CCOCC3)n2Cc2ccc(Cl)cc2)o1	8	-2	2.8	19	-18	6	20	-3	19
CCOc1ccc(OCC)c(NC(=O)CN2CCC(NC(=O)c3cccc(F)c3)CC2)c1	11	1	1.2	0	26	-5	17	10	8
CC(C)N1CCC(=NNc2ccc([N+](=O)[O-])cc2S(=O)(=O)N2CCOCC2)CC1	7	-2	1.8	-5	6	-3	19	-10	-19
COC(=O)CCCc1nc2ccccc2s1	2	-3	-0.9	-1	11	2	18	-3	-16
Cc1cc(C(=O)NNC(=S)NC(=O)/C=C/c2ccccc2Cl)n[nH]1	-32	-2	0.5	16	-11	10	2	3	-6
COc1cccc(NC(=O)CCC(=O)Nc2cc(OC)c(NC(=O)c3cccs3)cc2OC)c1	0	3	0.4	17	-13	-13	4	-3	-7
O=C(O)c1ccc(N2CC3CC(C2)c2cccc(=O)n2C3)c(NC(=S)Nc2ccc(Cl)cc2Cl)c1 (configuration not stated)	-6	-2	1.3	-5	-7	-7	11	12	6
